N370S GC mod: N370S glucocerebrosidase modulation, Gaucher chaperone candidate. hit rate 0.092% among 330,000. P04062. Potency, µM (titrated, usually from 59.4 µM), for the others: at the top dose activity change, negative = inhibition, hits mostly inhibitors. N370S GC spleen homogenate, 4MU-glucoside fluorescence. AID 2101;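 also: 0% = full enzyme activity and -100% = no enzyme basal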
FEN1 inh: human FEN1 inhibition; P39748; hit rate 0.35% among 390,000; Potency, µM (doses to about 114 µM), for the others: at the top dose activity change, negative = inhibition, actives largely listed as inhibitors; Recombinant FEN1 flap cleavage, fluorescence, 15 min; also: nearly all actives have a fitted effect of over 65% in size
Target sequence (P39748 whole entry, looked up): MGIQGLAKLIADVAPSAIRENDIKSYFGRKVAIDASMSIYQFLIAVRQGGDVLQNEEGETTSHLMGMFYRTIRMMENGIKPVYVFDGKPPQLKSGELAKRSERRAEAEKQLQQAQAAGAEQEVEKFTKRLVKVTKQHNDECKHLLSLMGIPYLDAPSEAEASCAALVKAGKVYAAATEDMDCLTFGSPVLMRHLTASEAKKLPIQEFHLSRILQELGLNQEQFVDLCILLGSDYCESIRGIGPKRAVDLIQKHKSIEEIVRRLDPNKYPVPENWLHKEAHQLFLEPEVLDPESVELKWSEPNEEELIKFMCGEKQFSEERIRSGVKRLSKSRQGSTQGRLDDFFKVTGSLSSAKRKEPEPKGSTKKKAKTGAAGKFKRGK
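Potency values derive from four-parameter Hill fits of normalized qHTS data. The reaction used 10 nM FEN1 preincubated 15 min at room temperature with compound, then 50 nM DNA substrate, read at 0 and 15 min.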
DT40 TDP1 CPT: growth inhibition of DT40 Tdp1-/-;hTDP1 cells with camptothecin (screen for TDP1 inhibitors); AID 686979; hit rate 12% among 420,000; chicken DT40 Tdp1-/-;hTDP1 cells + 20 nM CPT, ATP luminescence, 48 h; Potency, µM (titrated, usually from 46.2 µM), inactives show top-dose activity change, negative = growth inhibition, usual class: inhibitors; also: nearly all actives have a fitted effect of over 55% in size
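Cell growth measured by CellTiter-Glo luminescence after a minimum 48 h, 37 C compound exposure with 20 nM CPT in Tdp1-knockout DT40 cells stably expressing hTDP1, seeded 400/well; qHTS titration format.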
The depositor's hits bear a star; ? = inconclusive; nt = not tested or not shown; & = joins results of further samples; [ ] = dose if it differs, or a comment. Calls follow the shape of the dose curve; as a rule, active = well fitted curve in the direction sought with a large enough effect; inconclusive = small, poorly fitted or top-dose-only effect, or another doubt; inactive = no such curve, though single readings can be large; an effect the other way counts as inactive or inconclusive. Unless noted, % is scaled to controls: 0 for no effect and ±100 for the full control effect; potency is read from the fitted curve at half-maximal effect.

SMILES | N370S GC mod | FEN1 inh | DT40 TDP1 CPT
COCc1[nH][nH]c(=O)c1C=Nc1ccc(Cl)cc1 | 18% | -2% | -7%
O=C(O/N=C/c1ccc2c(c1)OCO2)c1ccc([N+](=O)[O-])cc1 | 4% | -8% | 1%
COc1ccc(Br)cc1CNC(=O)Nc1cccs1 | -19% | 11% | -8%
Cc1ccc(NC(=O)Nc2ccc(S(N)(=O)=O)cc2)cc1 | -1% | 0% | 1%
COc1ccc(S(=O)(=O)N2CCC(Oc3ccc(-n4cnnn4)cc3)CC2)cc1OC | nt | -2% | ?
O=C(N/N=C/c1ccc(Br)o1)c1cncc(Br)c1 | 9% | -12% | -1%
O=C(COc1ccc2ccc(=O)oc2c1)c1ccccc1 | 7% | -7% | 14%
COC(=O)[C@H](CCSC)NC(=O)Cn1cnc2c(NCc3ccccc3)ncnc21 | nt | -9% | -10%
Cc1c(C)c2ccc(OCC(=O)NCCN3CCOCC3)c(C)c2oc1=O | 8% | 14% | 7%
CC(C)(C)C(=O)Cn1c(=O)n(CC2CCCO2)c(=O)c2ccccc21 (configuration not stated) | 12% | -1% | -17%
O=C(O)c1ccc(N=c2oc3cc(O)ccc3cc2C(=O)NCc2ccccc2)cc1 | ? | ? | 2%
CCc1nc(NC(C)(C)C)c2cnn(-c3ccccc3)c2n1 | ? | -1% | ?
COc1cc(/C=N/O)cc(Br)c1OCc1cccc(Cl)c1 | -9% | -6% | -6%
Cc1c(Cl)cccc1NC(=O)c1ncoc1-c1ccco1 | nt | -13% | ?
O=C(N/N=C1\CC2CC=CC12)c1ccc(Br)cc1 (configuration not stated) | 2% | 6% | -2%
CCOC(=O)N/N=C/c1c[nH]c2ccccc12 | 8% | 19% | -21%
CC(C)(C)NC(=O)C(c1ccccc1)N(C(=O)c1csnn1)C1CC1 (configuration not stated) | -16% | -5% | -4%
O=C(NCc1ccncc1)C(=O)NCC1OCCN1S(=O)(=O)c1cc(F)ccc1F (configuration not stated) | nt | 1% | -13%
COC(=O)c1ccccc1NC(=O)CSc1nc(-c2ccccc2)cc(C(F)(F)F)n1 | nt | -21% | ?
CN(C)Cc1c(O)ccc2[nH]cnc12 | 4% | -11% | 14%
CCN(CC)S(=O)(=O)c1ccc2c(c1)nc(CCC(=O)OCc1c(C)noc1C)n2C | -25% | 4% | -15%
NC(=O)CSc1nnc(-c2ccccc2Br)n1-c1cccc(C(F)(F)F)c1 | 1% | -2% | -4%
CCOC(=O)c1ccccc1NC(=O)COC(=O)C1CC(=O)N(c2ccc3c(c2)OCCO3)C1 (configuration not stated) | ? | -14% | 4%
Cc1ccc(C(=O)COC(=O)C(C)N2C(=O)C3C4CCC(C4)C3C2=O)cc1C (configuration not stated) | -2% | -10% | -18%
CCCCC(=O)Oc1ccccc1C(=O)O | -4%&-4% | nt | -5%
The results go on.
SMILES | N370S GC mod | FEN1 inh | DT40 TDP1 CPT
N#Cc1nc(COc2ccc(Br)cc2)oc1N1CCCCCC1 | 29% | -5% | 15µM*
Oc1cccc(/C=C/c2ccc3cccc(O)c3n2)c1 | -5% | -4% | 18µM*
O=C(Nc1cc(Cl)cc(Cl)c1)c1ccc(F)c(S(=O)(=O)NCc2ccccc2Cl)c1 | nt | 2% | -99%
O=C(NNS(=O)(=O)c1cc(Cl)c(Cl)cc1Cl)c1cccnc1 | -11% | 1% | -22%
Cn1nc(-c2ccccc2)nc1-c1ccccc1 | -1% | -17% | ?
Cc1cccc(NC(=O)CSCC(=O)Nc2cc(Cl)ccc2N2CCN(C)CC2)c1 | ? | -7% | ?
CCc1ccc(Nc2n[n+](-c3ccccc3)c(-c3ccc(N(CC)CC)cc3)s2)cc1 | -3% | -17% | 6.5µM*
O=c1c2ccccc2nc(-c2cccs2)n1-c1ccc2ccccc2c1 | 1% | 5% | ?
CC(=O)/C(C#N)=C1\NC(=O)C(Cc2ccc(C)c(C)c2)S1 (configuration not stated) | 1% | 0% | 0.58µM*
Cc1ccc2oc(=O)c3cnn(CC(=O)N4CCN(c5cc(Cl)ccc5C)CC4)c3c2c1 | nt | 6% | ?
Oc1cccc(N2Cc3ccccc3C2)c1 | -4% | 13% | 0%
CC(C)(C)c1cc(-n2ccnc2)n2ncc(-c3ccc(Cl)cc3)c2n1 | 10% | -4% | ?
COc1ccc(NC(=O)Nc2c[nH]c(=O)[nH]c2=O)c(OC)c1 | nt | 5% | -17%
COc1ccccc1OCC(=O)NN=C(Cc1ccccc1)Cc1ccccc1 | -5% | -14% | -5%
CC(=O)Nc1ccc(NC(=O)c2nc(SCc3ccccc3F)ncc2Cl)cc1 | nt | ? | -22%
Cc1cccc(/C=N/n2c(-c3ccccc3)n[nH]c2=S)c1O | 2% | -20% | -6%
CC[C@]12CCCN3CCc4c(n(c5ccccc45)C(=O)C1)[C@@H]32 | -1% | -3% | 6%
O=C(N/N=C\c1ccc(-c2ccc([N+](=O)[O-])cc2)o1)c1ccc2c(c1)OCO2 | 12% | 0% | -24%
Cc1ccc(C)c(N(CC(=O)NC2CCCC2)C(=O)c2cc3cc4cccc(C)c4nc3s2)c1 | 2% | -7% | ?
CCOC(=O)c1[nH]c2ccc(F)cc2c1NC(=O)CCN1CCOCC1 | 4% | -13% | 4%
Cc1ccccc1NC1=C(Cl)C(=O)N(C2CCCCC2)C1=O | 3% | -8% | ?
COc1ccc(C(=O)Nc2ccc(C3(C#N)CCCC3)cc2)cc1OC | 1% | 4% | ?
CC(C)(C)NC(=O)CSc1nnc(NC(=O)CCn2cnc3ccccc3c2=O)s1 | 4% | -2% | -14%
Cc1cc(C)n(-c2cc(C(C)(C)C)nc3c(-c4ccc(Cl)cc4)cnn23)n1 | ? | -12% | 11µM*
NC(=O)CC(NC(=O)Cc1ccc(Cl)cc1)c1ccc(N2CCC(Cc3ccccc3)CC2)c([N+](=O)[O-])c1 (configuration not stated) | 5% | 14% | ?
Following part:
SMILES | N370S GC mod | FEN1 inh | DT40 TDP1 CPT
Cc1ccc(C)c(NC(=O)CSc2nc(=O)n(Cc3ccccn3)c3c2CCC3)c1 | nt | -1% | -3%
O=C(Nc1ccc(F)cc1F)N1CCCN(c2ccc(C(F)(F)F)cn2)CC1 | 9% | -7% | ?
Cc1ccc(S(=O)(=O)CCN2CCC(n3cccc3)CC2)cc1 | -3% | -10% | 10%
COc1ccc(OC)c(CN2CCN(C(=O)CCC(=O)c3cccs3)CC2)c1 | -15% | -12% | ?
Cc1ccccc1OCC(=O)Nc1c(C(=O)Nc2ccccc2F)oc2ccccc12 | nt | 27% | -21%
CC(C)c1ccc(NC2CCCN(C(=O)c3cnc4ccccn4c3=O)C2)cc1 (configuration not stated) | 0% | 1% | -5%
Cc1ccc(NC(=S)NC2CCN(Cc3ccccc3)CC2)c(C)c1 | -13% | -5% | ?
COc1ccc(CCC(=O)OCC(=O)NC(=O)c2ccc(Cl)cc2)cc1 | nt | 12% | -14%
COC(=O)Nc1ccc(SCC(=O)c2cccc([N+](=O)[O-])c2)cc1 | -6% | -1% | ?
Clc1ccc(Cn2ncc3c(NCc4ccccc4)ncnc32)cc1 | ? | -19% | 4.6µM*
N#Cc1ccccc1NS(=O)(=O)c1cc2c3c(c1)CCN3C(=O)CC2 | 3% | -3% | 3%
Cc1[nH]n(-c2ccc([N+](=O)[O-])cc2)c(=O)c1C=NCCN1CCN(C(=O)c2ccc(F)cc2)CC1 | 0% | 3% | -5%
Cc1ccc(-c2noc(-c3ccoc3C)n2)cc1 | 8% | 2% | -23%
O=C(C1CC(c2ccccc2O)=NO1)N1CCCCC1 (configuration not stated) | 2% | -4% | -9%
C=CCN(Cc1ccco1)S(=O)(=O)c1ccc(Cl)cc1 | -7% | -11% | -12%
CC(C)N(C(=O)CSc1nnc(-c2ccc3c(c2)OCO3)n1C)C(C)C | -10% | -4% | -3%
COc1ccc2cc([C@H](C)C(=O)OCc3cn(CC(=O)c4ccc(O)cc4)nn3)ccc2c1 | nt | 1% | ?
CCOc1ccc(/C=N/Nc2ccc(Cl)nn2)c(O)c1 | -5% | -4% | 1.2µM*
COc1ccc(C(=O)COc2ccc3ccc(=O)oc3c2)c(OC)c1 | ? | -6% | ?
O=C(NNC1CC(=O)N(c2ccc3c(c2)OCCO3)C1=O)c1ccccc1 (configuration not stated) | -7% | -8% | -13%
Cc1cc(C)n(C(=O)c2ccc(C)c(Br)c2)n1 | 0% | -18% | -17%
COc1cccc(C2N(c3ccc(Cl)c(Cl)c3)C(=O)C3CCCN32)c1OC (configuration not stated) | 16% | -18% | 7%
CC(C)OP(=O)(c1ccc(N(C)C)cc1)C(Nc1ccccc1)c1ccccc1 (configuration not stated) | ? | -10% | -21%
CN(CCOc1ccccc1)C(=O)c1cc(-c2ccco2)nc2ccccc12 | nt | 6% | 18µM*
CCS(=O)(=O)n1nc(-c2ccc(OC)cc2)nc1N | 6% | 2% | 16%

7 records picked at random from the list so far, as already listed:
SMILES | N370S GC mod | FEN1 inh | DT40 TDP1 CPT
N#Cc1ccccc1NS(=O)(=O)c1cc2c3c(c1)CCN3C(=O)CC2 | 3% | -3% | 3%
CC(C)OP(=O)(c1ccc(N(C)C)cc1)C(Nc1ccccc1)c1ccccc1 (configuration not stated) | ? | -10% | -21%
Cc1[nH]n(-c2ccc([N+](=O)[O-])cc2)c(=O)c1C=NCCN1CCN(C(=O)c2ccc(F)cc2)CC1 | 0% | 3% | -5%
Cc1ccc(C)c(NC(=O)CSc2nc(=O)n(Cc3ccccn3)c3c2CCC3)c1 | nt | -1% | -3%
O=C(Nc1ccc(F)cc1F)N1CCCN(c2ccc(C(F)(F)F)cn2)CC1 | 9% | -7% | ?
CC(C)N(C(=O)CSc1nnc(-c2ccc3c(c2)OCO3)n1C)C(C)C | -10% | -4% | -3%
O=C(C1CC(c2ccccc2O)=NO1)N1CCCCC1 (configuration not stated) | 2% | -4% | -9%

Structural class: the compounds so far with a tert-butyl group (six)
SMILES | N370S GC mod | FEN1 inh | DT40 TDP1 CPT
CC(C)(C)C(=O)Cn1c(=O)n(CC2CCCO2)c(=O)c2ccccc21 (configuration not stated) | 12% | -1% | -17%
CCc1nc(NC(C)(C)C)c2cnn(-c3ccccc3)c2n1 | ? | -1% | ?
CC(C)(C)NC(=O)C(c1ccccc1)N(C(=O)c1csnn1)C1CC1 (configuration not stated) | -16% | -5% | -4%
CC(C)(C)c1cc(-n2ccnc2)n2ncc(-c3ccc(Cl)cc3)c2n1 | 10% | -4% | ?
CC(C)(C)NC(=O)CSc1nnc(NC(=O)CCn2cnc3ccccc3c2=O)s1 | 4% | -2% | -14%
Cc1cc(C)n(-c2cc(C(C)(C)C)nc3c(-c4ccc(Cl)cc4)cnn23)n1 | ? | -12% | 11µM*

Remaining list, next part.
SMILES | N370S GC mod | FEN1 inh | DT40 TDP1 CPT
CC(=O)Nc1ccc(S(=O)(=O)NCc2ccc(C(=O)NCc3ccc4c(c3)OCO4)cc2)cc1 | -12% | -13% | 2%
CCOc1ccc(-c2nnc(SCC(=O)N3CCCC3)o2)cc1 | 5% | -7% | 5%
CSCc1nc2sc(C(=O)Nc3nc(C)cs3)c(C)c2c(=O)[nH]1 | 1% | 2% | ?
CCOC(=O)C1CCN(S(=O)(=O)CCNC(=O)c2cccc(OC)c2)CC1 | -1% | -4% | 4%
Cc1ccc(-c2nc3ccccc3s2)cc1NC(=O)c1cc(-n2cnnc2)ccc1Cl | 5%[12.8 µM] | -5% | -14%
CCc1ccc(N2CC(C(=O)Nc3ccc(F)cc3)CC2=O)cc1 (configuration not stated) | -5% | 8% | 14%
O=C(NCCCN1CCOCC1)c1cc2cc(Br)ccc2oc1=O | 1% | -3% | 4%
O=C(/C=C/C=C/c1ccccc1)c1ccco1 | -10% | 1% | ?

One compound at a time, as listed above.
Listed for `CCOc1ccc(-c2nnc(SCC(=O)N3CCCC3)o2)cc1` → N370S GC mod: 5%; FEN1 inh: -7%; DT40 TDP1 CPT: 5%
Listed for `CCOC(=O)C1CCN(S(=O)(=O)CCNC(=O)c2cccc(OC)c2)CC1` → N370S GC mod: -1%; FEN1 inh: -4%; DT40 TDP1 CPT: 4%

Some of the compounds tested; rates above refer to the full screens.
